# PAFAH2 inh: PAFAH2 enzyme inhibitors, primary screen, biochemical, fluorescence polarization, human | Platelet-activating factor acetylhydrolase 2, cytoplasmic (Homo sapiens), Q99487 | recombinant PAFAH2, FP-rhodamine activity probe | inhibition, % at 3.39 µM | 340,000 compounds, 0.99% hits | AID 492956, 2010;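 active means inhibition above the mean over all tested compounds plus 3 SD, cut at about 30% in these data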;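 further: inhibitors block probe labeling of enzyme so polarization drops; 0% = enzyme with DMSO and 100% = wells lacking PAFAH2 protein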
# proCasp3 act: activators of human procaspase-3 D3A mutant, primary screen, biochemical, absorbance, PC-3 D3A mutant, single concentration; Caspase-3 (Homo sapiens), P42574; recombinant procaspase-3 D3A, Ac-DEVD-pNA absorbance 405 nm; activation, % at 8.5 µM; 330,000 compounds, 0.11% hits; AID 463141, 2010;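 active means activation above the mean of all tested compounds plus 3 SD, cut at about 21% in these data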;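 further: 0% = DMSO alone and 100% = DMSO wells spiked with extra 5 µM PC-3 D3A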
#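 Assay system – Procaspase-3 D3A mutant, all three cleavage aspartates alanine · Controls – DMSO-only low control, 5 µM PC-3 D3A high control · Schedule – 1 h compound preincubation, 2 h substrate hydrolysis at 25 °C · Signal – 405 nm absorbance of p-nitroaniline, reads at 0 and 120 min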
# CTSL1 counter: Fasciola hepatica cathepsin L1 inhibitors, primary screen, counter-screen for PFM18AAP inhibitor project, biochemical, QFRET, fluorogenic peptide substrate | recombinant F. hepatica cathepsin L1, Z-Leu-Arg-MCA fluorescence | inhibition, % at 5.96 µM | 300,000 compounds, 0.49% hits;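 active means inhibition above the mean of all tested compounds plus 3 SD, set per screening campaign, cut at about 17% in these data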;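 further: 0% = plate median of test compound wells and 100% = 1 µM Z-Phe-Ala-diazomethylketone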
# PP1 inh: PP1-alpha phosphatase inhibitors, primary screen, counter-screen for PP5 inhibitor project, biochemical, fluorescence, OMFP substrate, single point | Serine/threonine-protein phosphatase PP1-alpha catalytic subunit (Homo sapiens), P62136 | purified PP1alpha | inhibition, % at 6.7 µM | 320,000 compounds, 0.9% hits;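 active means inhibition above the mean inhibition of all tested compounds plus 3 SD, computed separately for each screening campaign, cut at about 15% in these data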
# PP5 inh: PP5 phosphatase inhibitors, primary screen, biochemical, fluorescence. AID 1987, 2009. inhibition, % at 6.7 µM. Serine/threonine-protein phosphatase 5 (Homo sapiens), P53041. 320,000 compounds, 0.18% hits. purified PP5c, OMFP substrate fluorescence;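 active means inhibition above the campaign's mean inhibition across all tested compounds plus 3 SD, cut at about 9.5% in these data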;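 further: 0% = DMSO only and 100% = 100 µM cantharidin control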
# AHR activator: AHR activators, primary screen, cell-based, luminescence, luciferase reporter, human. AHR-responsive luciferase reporter cells. activation, % at 5 µM. 320,000 compounds, 2.5% hits. AID 2796, 2010. Aryl hydrocarbon receptor (Homo sapiens), P35869; in the data active means activation above about 47%;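 further: 0% = vehicle wells and 100% = reference agonist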
# Target sequence (P35869 whole entry, looked up): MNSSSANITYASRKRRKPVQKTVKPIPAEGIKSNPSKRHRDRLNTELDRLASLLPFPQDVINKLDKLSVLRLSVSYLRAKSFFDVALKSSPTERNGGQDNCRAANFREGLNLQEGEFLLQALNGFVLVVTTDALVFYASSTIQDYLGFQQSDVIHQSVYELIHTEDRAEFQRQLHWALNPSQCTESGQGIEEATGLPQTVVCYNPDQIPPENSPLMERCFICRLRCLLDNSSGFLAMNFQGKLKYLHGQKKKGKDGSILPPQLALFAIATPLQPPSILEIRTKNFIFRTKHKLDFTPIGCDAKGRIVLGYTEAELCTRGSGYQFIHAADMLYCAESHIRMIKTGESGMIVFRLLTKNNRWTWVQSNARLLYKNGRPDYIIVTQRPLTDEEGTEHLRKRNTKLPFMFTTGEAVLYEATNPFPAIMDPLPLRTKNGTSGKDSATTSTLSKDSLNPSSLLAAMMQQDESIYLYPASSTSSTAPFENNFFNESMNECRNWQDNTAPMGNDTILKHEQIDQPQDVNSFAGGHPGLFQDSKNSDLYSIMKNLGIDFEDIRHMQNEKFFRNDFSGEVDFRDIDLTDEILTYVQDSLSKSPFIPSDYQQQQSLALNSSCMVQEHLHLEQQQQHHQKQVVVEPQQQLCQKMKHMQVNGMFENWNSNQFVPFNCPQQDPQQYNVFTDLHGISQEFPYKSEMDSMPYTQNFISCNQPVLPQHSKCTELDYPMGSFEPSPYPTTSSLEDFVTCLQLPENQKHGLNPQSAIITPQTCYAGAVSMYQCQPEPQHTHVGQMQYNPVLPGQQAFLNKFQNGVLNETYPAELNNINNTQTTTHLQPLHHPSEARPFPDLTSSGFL
# HCV core dimer: inhibitors of HCV core protein dimerization, primary screen, biochemical, TR-FRET, high-throughput; 300,000 compounds, 0.33% hits; inhibition, % at 5 µM; AID 1899, 2009; TR-FRET GST/Flag-core106 dimerization, 1536-well;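 active means inhibition above the mean of all tested compounds plus 3 SD, set per screening campaign, cut at about 45% in these data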
#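 Assay system – GST-tagged and Flag-tagged HCV core protein residues 1-106 · Quantity – core106 proteins, GST 13.5 nM and Flag 17 nM · Benchmarks – unlabelled core106 and no-GST-core106 wells · Read-out basis – percent inhibition of core106 dimerization signal · Detection – time-resolved FRET, ex 340 nm, em 617 and 671 nm · Schedule – 4 h at 22.5 °C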
# TPT1 inhibitor: Candida albicans TPT1 enzyme inhibitors, primary screen, biochemical, fluorescence polarization. AID 1962, 2009. recombinant caTPT1, FP RNA substrate dephosphorylation. 300,000 compounds, 0.81% hits. inhibition, % at 5 µM. tRNA 2'-phosphotransferase TPT1 (Candida albicans SC5314);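 active means inhibition above the mean of all tested compounds plus 3 SD, set per screening campaign, cut at about 24% in these data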;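 further: plate controls were DMSO alone for no effect and ferristatin control at 100 nM for full effect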
# proCasp7 act: procaspase-7 activators, primary screen, counter-screen for procaspase-3 activator project, biochemical, absorbance, HTS, human; 330,000 compounds, 0.093% hits; activation, % at 8.5 µM; recombinant procaspase-7, Ac-DEVD-pNA absorbance 405 nm; D23A/D198A/D206A triple mutant, cannot self-cleave; scale: DMSO 0, 5 µM enzyme 100; Caspase-7 (Homo sapiens), P55210;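 active means percent activation above the screen-wide mean plus 3 SD, cut at about 25% in these data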
#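 Replicates: singlicate. Assay system: Procaspase-7 triple mutant (PC-7 D3A). Signal: 405 nm absorbance of p-nitroaniline. Times: 1 h preincubation, 2 h reaction. Buffer or medium: Zinc-free HEPES pH 7.4 with 300 mM NaCl, 0.01% Triton X-100. Also added: DEVD-pNA substrate. Benchmarks: DMSO wells as 0%, DMSO with 5 µM added PC-7 as 100%.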
# * marks the source's active call; other numbers are inactive results; . = not tested or not shown.
compound	PP5 inh	HCV core dimer	TPT1 inhibitor	proCasp3 act	proCasp7 act	CTSL1 counter	PP1 inh	AHR activator	PAFAH2 inh
Cc1ccc(Cl)cc1NC(=O)COC(=O)CCN1C(=O)C2CC=CCC2C1=O (stereo not drawn)	.	.	.	-2	7	.	.	1	-7
CC(O)Cn1c(N2CCCC2)nc2c1c(=O)[nH]c(=O)n2C (stereo not drawn)	1.1	3	0	4	-4	1	-5	0	1
CCOCCCNC(=O)C1c2ccccc2C(=O)N2CCc3ccccc3C12 (stereo not drawn)	3.9	-3	-1	1	-2	4	2	76*	-1
N/C(COc1ccc(C(=O)O)cc1)=N\O	-0.6	-8	0	-2	2	-2	2	4	-1
C#CCn1c(=NC(=O)c2cc(Cl)sc2Cl)sc2cc(S(N)(=O)=O)ccc21	1.9	-71	6	1	1	3	19*	2	-22
Cc1ccc(OCCNC(=O)c2ccccc2N)cc1	1.5	0	2	-13	-2	3	-2	9	1
CCc1ccccc1N(CC(=O)NCC1CCCO1)C(=O)CCC(=O)Nc1nccs1 (stereo not drawn)	-1.0	-7	-1	7	10	-3	0	-2	0
NC(=O)c1ccc(-n2nnnc2SCC(=O)Nc2ccccc2-c2ccccc2)cc1	4.8	-2	-3	2	-8	1	-3	2	6
CN(C)c1ccc(NC(=O)C(=O)NCCOc2ccccc2)cc1	-1.0	1	0	0	1	-4	1	9	5
O=C(NCN1CCc2ccccc2C1)c1ccccc1	0.0	7	-1	-1	0	-1	0	2	-1
CSCCOC(=O)c1[nH]c2c(c1C)C(=O)CC(c1ccco1)C2 (stereo not drawn)	0.0	41	2	4	-7	2	3	21	2
O=C(Nc1ccc(Cl)c(C(F)(F)F)c1)[C@@H]1CC=C[C@@H]2CCN(C3CCCCC3)C(=O)[C@@H]21	1.3	10	-1	4	10	-1	-1	-2	-2
COc1ccc(CCNC(=O)CSc2ccc(-c3ccccc3)nn2)cc1OC	3.1	-2	4	-5	3	4	3	0	-3
N#CCCC1CCCC=C1N(Cc1ccccc1)C(=O)C(Cl)Cl (stereo not drawn)	0.4	2	1	9	0	5	1	-1	.
Cc1oc2ccc(O)cc2c1C(=O)c1ccc(F)cc1	0.1	-3	1	-5	-4	15	-2	-3	.
Nc1scc2c(C(=O)N/N=C/c3ccc(Cl)cc3)nn(-c3ccccc3)c(=O)c12	4.3	13	-1	5	-7	34*	14	4	4
CC1Cc2ccccc2N1C(=O)CSc1nnc2c(n1)[nH]c1ccc(F)cc12 (stereo not drawn)	4.3	37	-4	-9	-10	4	0	18	-18
COc1ccc(CN2CCN(S(=O)(=O)c3ccccc3)CC2)c(OC)c1	-0.5	0	-1	1	7	1	-1	52*	-5
COc1cc(/C=N/n2cnnc2)ccc1OC(=O)c1ccncc1	3.2	-9	1	0	5	2	-4	1	-11
CC(C(=O)N1CCCC1)N1CCN(S(=O)(=O)c2ccc(C(C)(C)C)cc2)CC1 (stereo not drawn)	-1.1	.	.	6	4	.	-3	-2	6
Cc1ccccc1OCc1nnc(SCCN2CCCC2)n1-c1ccccc1	1.1	3	5	-5	-1	-3	-1	2	4
CCOC(=O)N=Nc1c(O)n(C)c2ccccc12	0.7	-1	1	-1	10	2	-3	32	-6
COC(=O)C1=C(C)NC(=O)CC1c1ccccc1 (stereo not drawn)	1.6	-4	1	3	5	-1	0	2	-4
Cc1nc2ncnn2c(C)c1CCC(=O)NCc1ccco1	-1.6	0	-2	-3	-2	1	-1	-1	-2
CC(C)CN(C)C(=O)CCc1nnc(Cc2cccc(C(F)(F)F)c2)o1	-0.5	-2	1	7	8	1	-2	9	2
COc1cc(C2c3c(oc4ccccc4c3=O)C(=O)N2c2nccs2)ccc1O (stereo not drawn)	3.8	5	5	-2	-8	2	1	6	4
Cc1cccc(N(CC(=O)Nc2c(C)n(C)n(-c3ccccc3)c2=O)S(C)(=O)=O)c1	0.3	-2	1	10	3	-5	-3	17	1
O=C(NCCS(=O)(=O)N1CCC2(CC1)OCCO2)c1ccc(F)cc1	1.6	-3	-1	8	1	-2	-4	0	-5
Cc1cc(NC(=O)C2CC(=O)N(c3ccccc3)C2)no1 (stereo not drawn)	0.5	-1	-1	2	-12	-5	-1	1	-3
Cc1ccc(S(=O)(=O)Cn2nnnc2C(C(C)C)N2CCC(O)CC2)cc1 (stereo not drawn)	1.4	3	3	3	7	0	0	0	-5
COc1ccc(-c2c(-c3ccc(O)cc3O)n[nH]c2C)cc1OC	4.3	-4	-5	-1	-1	2	-2	26	0
CC(/C=N/NC(=O)c1cc(C(C)C)[nH]n1)=C\c1ccccc1	1.4	0	-1	-11	6	1	6	16	1
Cc1cc(-n2c(C)cc(C(=O)CN3C(=O)C(=O)N(C)C3=O)c2C)no1	.	.	.	7	1	.	.	2	3
Cc1ccc2cc(CN(Cc3cccs3)Cc3nnnn3CC3CCCO3)c(=O)[nH]c2c1 (stereo not drawn)	1.5	4	0	3	-2	1	-1	3	1
CC1C=CCC2C(=O)N(c3cccc(C(=O)Nc4ccc(F)cc4)c3)C(=O)C12 (stereo not drawn)	1.9	10	-1	7	6	-3	-1	1	-1
COCCN(C(=S)Nc1ccccc1C)C(C)c1ccco1 (stereo not drawn)	-3.0	2	-1	9	8	8	-2	1	-3
O=C(Nc1ccc(S(=O)(=O)NC2=NCCCCC2)cc1)c1ccc([N+](=O)[O-])s1	1.1	15	3	4	-5	3	-4	-3	7
COc1ccccc1NS(=O)(=O)c1cc(NC(=O)c2ccncc2)ccc1N1CCOCC1	2.6	10	5	-11	-6	-10	4	5	3
Cn1cc([N+](=O)[O-])c(C(=O)Nc2ccc(C(=O)N3CCCCC3)cc2)n1	2.9	-9	-2	-5	9	-2	0	-1	-7
NC(=O)c1cc(S(=O)(=O)NCc2ccc(Br)cc2)cs1	-2.0	-6	1	-2	9	0	-3	0	12
Cc1ccc(C(=O)Nc2ncn[nH]2)cc1	-1.0	6	-2	2	4	2	-1	16	4
CCCn1c(N)c(N(CCOC)C(=O)C(C)Oc2ccc(F)cc2)c(=O)[nH]c1=O (stereo not drawn)	-2.5	0	-1	4	14	-4	-8	-1	0
Cc1ccc(C)c(N2N=C(C(=O)Nc3nccs3)CCC2=O)c1	-0.3	-3	-3	1	10	0	1	1	-2
O=[N+]([O-])C(=C1Nc2ccccc2N1)/C(Cl)=C(/Cl)Br	2.1	10	1	-7	-5	9	1	31	-2
CCOc1ccc(CCNC(=O)Cn2ncn3nc(-c4ccc(OC)cc4)cc3c2=O)cc1OCC	1.0	9	-4	9	-2	-3	1	1	3
N/C(=N\OC(=O)N1c2ccccc2Sc2ccccc21)c1ccc(Br)cc1	1.2	-3	-4	-1	-12	-4	6	6	-1
CC(O)(CS(=O)(=O)Cc1ccccc1)c1ccc(Cl)cc1 (stereo not drawn)	1.2	-8	1	2	15	-2	4	0	-12
O=Cc1c(NCc2ccccc2)c2ccccc2[nH]c1=O	2.6	3	-1	2	-7	0	-3	7	1
CCOC(=O)c1sc(NC(=O)c2cc(-c3cccc(O)c3)on2)c(C(=O)OCC)c1C	4.6	-4	-1	0	6	-2	-3	-1	3
CCOc1ccc(N2C(=O)CC(Sc3nc(C)cc(C)n3)C2=O)cc1 (stereo not drawn)	-1.8	-4	-2	-25	-15	1	1	-1	2
CCCOc1ccc(C(=O)CCNC(Cc2c[nH]c3ccccc23)C(=O)O)cc1 (stereo not drawn)	-2.4	4	3	-6	-4	5	3	6	-4
C=CCn1c(C)cc(C2=NNC(=NCC)SC2)c1C	2.0	-4	0	-8	-10	-2	1	-11	-9
CCn1c(=O)c(C(=O)Nc2ncccc2O)c(O)c2ccccc21	0.7	-4	1	9	6	4	14	10	2
O=C(Cn1nnc(-c2ccccc2F)n1)Nc1ccc(C(=O)N2CCOCC2)cc1	3.0	-3	-1	8	5	-4	0	-2	2
O=C(Nc1nc2c(s1)CCCC2)C1COc2ccccc2O1 (stereo not drawn)	2.4	-7	-2	8	2	1	0	7	3
CC1CCN(CCCNC(=O)c2cc3c(Cl)nc4ccccc4c3s2)CC1	4.7	-3	2	-8	0	0	-4	1	9

# Record cards (already shown). Order of screens: PP5 inh | HCV core dimer | TPT1 inhibitor | proCasp3 act | proCasp7 act | CTSL1 counter | PP1 inh | AHR activator | PAFAH2 inh
# Record of NC(=O)c1ccc(-n2nnnc2SCC(=O)Nc2ccccc2-c2ccccc2)cc1 → 4.8 | -2 | -3 | 2 | -8 | 1 | -3 | 2 | 6
# Record of CCOc1ccc(CCNC(=O)Cn2ncn3nc(-c4ccc(OC)cc4)cc3c2=O)cc1OCC → 1.0 | 9 | -4 | 9 | -2 | -3 | 1 | 1 | 3

# More compounds
compound	PP5 inh	HCV core dimer	TPT1 inhibitor	proCasp3 act	proCasp7 act	CTSL1 counter	PP1 inh	AHR activator	PAFAH2 inh
COc1ccc2ccccc2c1/C=N/n1cnnc1	2.4	-3	0	3	3	0	-1	22	4
Cc1cc(C)n(CCCNC(=O)c2ccc3c(c2)NC(=O)CS3)n1	-0.4	-3	-1	3	-2	-3	-2	10	-11
COc1ccc(/C=N/NC(=O)c2ccc(N)cc2)cc1Cn1cc([N+](=O)[O-])cn1	1.2	-2	1	1	5	-5	3	13	3
CCOc1ccccc1C(=O)Nc1cc(C(=O)NCC(C)C)ccc1Cl	-0.5	5	-4	-3	2	3	-1	41	.
CC(=O)c1cc(-c2ccc(F)cc2)n(CCC(=O)Nc2cc(C)[nH]n2)c1C	1.2	0	-2	-1	8	-1	0	25	-9
O=C(/C=C/c1ccncc1)c1ccc2c(c1)OCCO2	1.9	1	-1	-8	7	-1	3	5	5
c1ccc(-c2c[n+]3c(n2-c2ccccc2)SCC3)cc1	0.2	4	3	7	3	-2	-10	2	.
Nc1c(N(CCC2=CCCCC2)C(=O)Cc2ccc(F)cc2)c(=O)[nH]c(=O)n1Cc1ccccc1	0.5	2	1	12	0	1	-1	1	8
CCOC(=O)c1oc2ccc(Br)cc2c1CSc1nnc(C)s1	2.5	2	-1	1	-2	4	2	-2	-8

# Screens from PubChem BioAssay.
